# Screening results from PubChem.
# Pf growth 96h – Primary qHTS for delayed death inhibitors of the malarial parasite plastid, 96 hour incubation | P. falciparum luciferase reporter growth, 96 h | Potency, µM (titrated, usually from 28.7 µM), for the others: top-dose activity change, negative = inhibition, hits mostly inhibitors | actives 6.9% (n = 320,000); also: potency is read from the fitted curve at half-maximal effect; % is scaled to controls: 0 for no effect and ±100 for the full control effect
#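 Readout is luminescence from an integrated firefly luciferase in P. falciparum. Red cells, 2% hematocrit and 0.05% parasitemia final, were cultured with compound through two parasite generations (96 hours) at 37 C, 5% CO2.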
# CHX counter – Cycloheximide Counterscreen for Small Molecule Inhibitors of Shiga Toxin | cell reporter, cycloheximide protein synthesis inhibition counterscreen | max response, % | actives 12% (n = 300,000); in the data active = max response mostly above about 13%, no sharp cut-off; inactive = mostly below about 14%; also: read at 38.3 µM for the half of the compounds with a filed dose; 0% is about no effect
# Tb PYK inh – qHTS of Trypanosoma Brucei Inhibitors | actives 0.12% (n = 410,000) | pyruvate kinase (Trypanosoma brucei), Q57TT1 | Potency, µM (titrated, usually from 76.8 µM), for inactives: at the top dose activity, negative = inhibition, usual class: inhibitors | AID 624173, 2012 | TbPYK enzyme, Kinase-Glo Plus ATP luminescence, 45 min; also: potency is read from the fitted curve at half-maximal effect; % is scaled to controls: 0 for no effect and ±100 for the full control effect; nearly all actives have a fitted effect of over 50% in size
#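 Enzyme and substrate buffer are dispensed first and compound is pin-transferred. ADP at 130 uM final then starts the reaction, which runs 45 min at room temperature. Detection reagent is added for 10 min before luminescence is imaged.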
# Shiga toxin inh – A qHTS for Small Molecule Inhibitors of Shiga Toxin; Vero cells, Shiga toxin protein synthesis inhibition reporter; inhibition, % at 38.7 µM; actives 9.2% (n = 290,000); AID 2315, 2010; in the data active = inhibition mostly above about 28%, no sharp cut-off; inactive = mostly below about 43%; also: 0% is about no effect
# AMA1-RON2 inh – qHTS for Inhibitors of AMA1-RON; Towards Development of Antimalarial Drug Lead: Primary Screen; Plasmodium falciparum AMA1 (3D7) - RON2 peptide interaction; AlphaScreen AMA1-biotinylated RON2 peptide binding; Potency, µM (top dose mostly 58.2 µM), inactives show top-dose activity change, negative = inhibition, hits mostly inhibitors; actives 0.2% (n = 360,000); AID 720542, 2013;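 also: potency is read from the fitted curve at half-maximal effect; 0% = vehicle wells and -100% = peptide control; nearly all actives have a fitted effect of over 45% in size; some results filed as inactive show a strong effect at the top dose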
#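 AMA1 (3D7) with his tag at 25 nM final met compounds first, then biotinylated RON2 peptide at 25 nM; detection used donor plus acceptor beads, 10 µg/mL apiece, read by AlphaScreen after 30 min at room temperature.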
# Pf growth 48h – Primary qHTS for delayed death inhibitors of the malarial parasite plastid, 48 hour incubation; P. falciparum luciferase growth in erythrocytes, 48 h; Potency, µM (highest dose often 28.7 µM), for the others: top-dose activity change, negative = inhibition, most hits filed as inhibitors; actives 5.9% (n = 310,000); also: potency is read from the fitted curve at half-maximal effect; % is scaled to controls: 0 for no effect and ±100 for the full control effect
#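 Luminescence readout; reporter = integrated firefly luciferase in P. falciparum. RBC culture at 2% hematocrit, 0.1% parasitemia final, 37 C/5% CO2; decreased signal taken as growth inhibition.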
# LmPK inhibitor – qHTS Assay for Inhibitors of Leishmania Mexicana Pyruvate Kinase (LmPK) | purified LmPK, Kinase-Glo ATP luminescence, 1 h | Potency, µM (titrated, usually from 57.5 µM), for inactives: at the highest dose activity change, negative = inhibition, hits mostly inhibitors | actives 0.37% (n = 290,000); also: potency is read from the fitted curve at half-maximal effect; % is scaled to controls: 0 for no effect and ±100 for the full control effect
# Target sequence (Q27686 whole entry, looked up): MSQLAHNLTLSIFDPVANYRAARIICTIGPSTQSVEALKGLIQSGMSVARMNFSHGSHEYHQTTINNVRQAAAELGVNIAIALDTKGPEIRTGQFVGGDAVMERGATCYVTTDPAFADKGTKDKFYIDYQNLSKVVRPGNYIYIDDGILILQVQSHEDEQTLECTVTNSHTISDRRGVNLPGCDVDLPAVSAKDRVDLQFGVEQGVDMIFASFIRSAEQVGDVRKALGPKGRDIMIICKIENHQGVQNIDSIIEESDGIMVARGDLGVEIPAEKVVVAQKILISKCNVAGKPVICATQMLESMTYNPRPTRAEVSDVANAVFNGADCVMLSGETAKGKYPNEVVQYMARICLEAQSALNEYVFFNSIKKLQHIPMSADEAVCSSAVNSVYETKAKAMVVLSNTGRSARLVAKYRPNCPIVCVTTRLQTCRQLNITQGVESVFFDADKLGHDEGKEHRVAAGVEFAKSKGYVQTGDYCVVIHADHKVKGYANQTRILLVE
#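 In 50 mM imidazole pH 7.2 with 7 mM MgCl2, LmPK (0.1 nM) turned over PEP (0.5 mM) and ADP (0.1 mM) for 1 h at room temperature. Luciferase read-out of ATP.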
# The depositor's hits bear a star; ? = inconclusive; nt = no result given; [ ] = remark or other dose. Unless noted, calls follow the shape of the dose curve; as a rule, active = well fitted curve in the direction sought with a large enough effect; inconclusive = small, poorly fitted or top-dose-only effect, or another doubt; inactive = no such curve, though single readings can be large; an effect the other way counts as inactive or inconclusive.
nr	SMILES	CHX counter	AMA1-RON2 inh	LmPK inhibitor	Pf growth 96h	Tb PYK inh	Pf growth 48h	Shiga toxin inh
1	Cc1ccc(S(=O)(=O)N2CCCCC2CCNC(=O)C(=O)NCCc2ccco2)cc1 (centres undefined)	nt	-3%	nt	?	-6%	-28%	nt
2	COc1ccc(C(C(=O)NC2CCCCC2)N(CC2CCCO2)C(=O)CNC(=O)c2ccco2)cc1 (centres undefined)	-2	-5%	0%	-25%	-5%	0%	-11
3	CC1(C(=O)NC2CCCCC2)CCC(=O)N1Cc1cccnc1 (centres undefined)	-2	-1%	-3%	-1%	1%	15%	2
4	O=C1OCCN1P(=O)(c1ccccc1)c1ccccc1	0	3%	3%	?	-1%	51%[activator]	-19
5	COCc1nnc(NC(=O)CCC2CCCCC2)s1	-1	-1%	-7%	4%	-5%	31%[activator]	12
6	CC(=O)/C=C(\C)Nc1c(C)n(C)n(-c2ccccc2)c1=O	-1	7%	3%	13%	3%	-11%	14
7	COc1ccccc1OCCCC(=O)Nc1ccc2c(c1)OCCO2	32*	-7%	-3%	-38%	4%	15%	21
8	Cc1ccc(C)c(-c2nnc(NC(=O)COc3ccccc3)o2)c1	nt	77%[activator]	nt	0%	-3%	2%	nt
9	CCOC(=O)N1CCN(c2nc3ccc(C(=O)c4ccccc4)cc3n3cnnc23)CC1	1	11%	2%	?	2%	?	13
10	Cc1ccc(S(=O)(=O)NCCc2ccncc2)cc1	-2	-4%	1%	194%[activator]	4%	-4%	13
11	C/C(=N\NC(=O)CSc1nc2ccccc2c(=O)n1-c1ccccc1C)c1cccs1	-6	-2%	2%	?	5%	?	-6
12	Nc1cc(S(=O)(=O)N2CCOCC2)ccc1Oc1ccc(F)cc1	-3	0%	6%	2%	8%	-8%	-3
13	Cc1c(C#N)c2ccccc2n1CC(=O)NCc1cccnc1	1	-4%	-2%	4%	1%	11%	-5
14	Cn1cccc1/C=C1\SC(=O)N(CC(=O)Nc2ccc(F)cc2)C1=O	2	-5%	8%	?	0%	?	-8
15	COc1ccc(S(=O)(=O)N(C)CC(=O)Nc2ccccc2OC)cc1	1	4%	2%	nt	-4%	-5%	-8
16	O=C1C=C(NCc2ccc(Cl)cc2)CC(c2ccco2)C1 (centres undefined)	-6	-6%	1%	44%[activator]	6%	nt	-13
17	Cc1noc(NC(=O)c2ccc(Cl)cc2)c1Cl	44*	-10%	1%	-13%	-13%	-27%	66*
18	CC(C)CNC(=O)CN1C(=O)NC(Cc2c[nH]c3ccccc23)C1=O (centres undefined)	-1	-2%	8%	11%	4%	7%	-11
19	O=C(O)C1CCC1C(=O)Nc1nc(-c2ccc(Cl)s2)cs1 (centres undefined)	0	-4%	0%	52%[activator]	2%	34%[activator]	-2
20	CCOc1ncccc1C(=O)Nc1ccc(S(=O)(=O)Nc2nc(C)cc(C)n2)cc1	nt	0%[11.6 µM]	nt	24%	5%	?	nt
21	C/C(N)=C(/C#N)C(=O)CSc1cc(C)c2cc(C)cc(C)c2n1	-2	-6%	4%	10%	-27%	-10%	27
22	COCCSc1nnc(NC(=O)C2CCCO2)s1 (centres undefined)	24*	6%	-10%	nt	-1%	33%[activator]	91*
23	COc1cccc(-c2ccc(C#N)c(OC(=O)c3ccc(Cl)cc3)n2)c1	-2	-2%	-2%	2%	-3%	nt	-3
24	CCOC(=O)c1c(NC(=O)CN2C(=O)c3ccccc3C2=O)sc(Cc2ccc3c(c2)OCO3)c1C	-2	-1%	2%	-1%	1%	-7%	-5
25	O=C(COC(=O)CNC(=O)c1ccco1)Nc1ccc(F)cc1	-4	2%	-4%	9%	-7%	6%	-6
26	COc1cccc(CC2CC(=O)N(c3ccc4c(C)cc(=O)oc4c3)C2=O)c1 (centres undefined)	-2	-2%	-13%	5%	4%	0%	-7
27	O=C(Nc1ccc(Cl)cc1)Nc1nnc(Cc2ccc([N+](=O)[O-])cc2)s1	-4	-2%	-3%	?	3%	-13%	-10
28	CCCCC1=CC2=CC(=O)C(C)(OC(=O)CC)C(=O)C2=CN1CCc1c[nH]c2ccccc12 (centres undefined)	7	1%	0%[11.5 µM]	10µM*	2%	8.3µM*	6
29	CCOC(=O)N1CCC(N2Cc3cccc(C(=O)Nc4ccc(N(CC)CC)cc4C)c3C2=O)CC1	-4	-5%	-17%	0.74µM*	?	?	-21
30	COc1ccc(S(=O)(=O)NC(CC(=O)NCc2ccccc2OC)c2ccco2)cc1 (centres undefined)	11	-4%	11%	53%[activator]	1%	?	21
31	Cc1oc(-c2cccs2)nc1CN1CCN(C2CCCC2)C(CCO)C1 (centres undefined)	-3	-14%	2%	?	-18%	12%	-9
32	COc1ccc(/C=C(/NC(=O)c2ccccc2)C(=O)N2CCC(C)CC2)cc1	-6	1%	-1%	-13%	-2%	?	-3
33	N/C(=N\OC(=O)C12CC3CC(CC(C3)C1)C2)c1ccccn1	41*	28%	0%	-27%	-8%	?	43*
34	Cc1ccc(S(=O)(=O)N2CCCC2)cc1C(=O)NCCOc1ccccc1	nt	1%	nt	-7%	0%	?	nt
35	COc1ccc(C(C(=O)NCc2ccccc2)N(Cc2cccnc2)C(=O)c2snc(C(N)=O)c2N)cc1OC (centres undefined)	-2	0%	-5%	-19%	9%	?	-6
36	Cc1cccc(NC(=O)CSc2nc3[nH]ncc3c(=O)[nH]2)c1C	-2	-11%	-4%	1%	5%	-15%	-12
37	O=C(c1cccn2c(=O)c3cc(Br)ccc3nc12)N1CCC2(CC1)OCCO2	9	6%	3%	-11%	1%	nt	17
38	O=[N+]([O-])c1ccc(N2CCNCC2)cc1Sc1nc2ccccc2[nH]1	5	-5%[11.6 µM]	2%	?	-8%	?	-12
39	COc1ccccc1N1CCN(C(=O)NCc2ccc(Cl)cc2)CC1	-2	-3%	0%	24%	-1%	-5%	-7
40	Cc1cc(CNC(=O)Cn2nc(C)c([N+](=O)[O-])c2C)c2ccccc2n1	-3	-2%	-1%	?	-12%	-16%	-6
41	CCCN(CC(=O)Nc1ccccc1C)C(=O)c1oc2ccc(OCC)cc2c1C	nt	-6%	nt	7.4µM*	2%	2.9µM*	nt
42	Nc1cnn(C2OC(CO)C(O)C2O)c(=O)n1 (centres undefined)	-1	9%	3%	-7%	-3%	-17%	-7
43	O=C(NC1CC2CCCC(C1)N2C(=O)N1CCCCC1)C1CCCCC1 (centres undefined)	-6	-1%	0%	15µM*	1%	15%	-17
44	CCn1cc(S(=O)(=O)NCc2ccccc2Br)cn1	-2	-5%	2%	-25%	-18%	17%	-3
45	C/C(=N\NC(=O)CCC(=O)O)c1c(-c2ccccc2)c2cc(Br)ccc2[nH]c1=O	-1	-9%	2%	20%	-5%	8%	-13
46	CCOc1ccc(NC(=S)NNC(=S)Nc2cccc(C(F)(F)F)c2)cc1	11	0%	1%	13µM*	-15%	?	53
47	COc1ccc2c(c1)nc1n2CN(CC2CCCO2)CN1Cc1ccccc1 (centres undefined)	32*	nt	-4%	12µM*	nt	9.3µM*	49*
48	CCC(C)NC(=O)COC(=O)Cc1sc(N)nc1-c1ccc(C)cc1 (centres undefined)	-2	4%	2%	5%	-22%	5%	19

# Screen by screen, from the results shown.
# LmPK inhibitor for entries 43 to 48, in order: 0%, 2%, 2%, 1%, -4%, 2%
# Pf growth 48h for entries 43 to 48, in order: 15%, 17%, 8%, ?, 9.3µM*, 5%
# Pf growth 96h for entries 43 to 48, in order: 15µM*, -25%, 20%, 13µM*, 12µM*, 5%

# Next results
nr	SMILES	CHX counter	AMA1-RON2 inh	LmPK inhibitor	Pf growth 96h	Tb PYK inh	Pf growth 48h	Shiga toxin inh
49	CSCC[C@H](N)C(=O)N1CCC(C(=O)N[C@H](C(=O)NCc2ccccc2F)C(C)C)CC1	-2	6%	-6%	2%	3%	33%[activator]	-2
50	CN(C)/C=C1\C(=O)NN=C1c1ccccc1	0	4%	6%	30%[activator]	-1%	21%	-10
51	COc1ccc(CCNC(=O)C2CCN(S(=O)(=O)c3ccc(C)cc3)CC2)cc1OC	4	5%	-2%	?	3%	?	-14
52	CNC(=O)c1ccc(OCc2ccccc2)c(OC)c1	20*	15%	2%	nt	2%	-4%	19
53	CN1CC2=Cc3ccccc3OC23Oc2ccccc2C=C3C1	3	-8%	1%	12µM*	-6%	9.3µM*	-3
54	COc1cccc(N2C(=O)Nc3ccc(Br)cc3C2(O)C(=O)NCCCN(C)C)c1 (centres undefined)	-3	-2%	6%	?	2%	4%	-4
55	O=C(/C=C/c1ccc(Br)cc1)NCCCn1ccnc1	10	10%	-2%	?	2%	-3%	16
56	C=CCN1CC[C@]23CCCCC2[C@H]1Cc1ccc(O)cc13 (some centres undefined)	nt	nt	nt	15µM*	10%	?	nt
57	O=C(Nc1cccc(Br)c1)c1ccc2nc(N3C(=O)CCC3=O)sc2c1	2	?	-2%	nt	0%	0%	-1
58	Cc1ccc(C)c(NC(=O)CN(C)C(=O)[C@@H](NC(N)=O)C(C)C)c1	-11	-1%	2%	-22%	2%	39%[activator]	-20
59	CSc1nnc(-c2ccccc2Cl)o1	29*	11%	8%	-13%	-5%	nt	88*
60	CCOC(=O)N1CCN(C(=O)COc2ccc(S(=O)(=O)NCC(C)C)cc2C)CC1	-3	4%	0%	nt	-3%	-19%	-17
61	Cc1cccc(N/N=C/c2ccc(O)c(O)c2O)c1	0	?	8%	8%	-19%	?	12
62	COC(=O)c1sc(=S)n(Cc2ccccc2)c1C	2	?	3%	-30%	0%	-7%	7
63	O=C(OCc1cc2ccccc2[nH]c1=O)c1cccc([N+](=O)[O-])c1	1	3%	9%	15%	1%	24%	3
64	CCOC(=O)NC1(NCC(C)C)Oc2ccccc2O1	6	-8%	-2%	-17%	-14%	nt	-8
65	O=C(c1nc[nH]c1C(=O)N1CCc2ccccc2C1)N1CCc2ccccc2C1	nt	6%	nt	50%[activator]	3%	41%[activator]	nt
66	Cc1ccc(S(=O)(=O)N2CCC(C(=O)NCCC3=CCCCC3)CC2)c(C)c1	nt	9%	nt	?	-8%	?	nt
67	O=C(c1ccccc1)N1CCN(C(=O)c2cc3ccccc3o2)CC1	-1	6%	-3%	?	3%	-11%	-3
68	Cc1ccc(NC(=O)C(=O)NC2CCCCC2)cc1	12*	6%	-9%	202%[activator]	2%	nt	3
69	CCOC(=O)C1(CCc2ccccc2)CCN(C(=O)CCc2cnn(C)c2)CC1	-1	-5%	-1%	?	-2%	-13%	16
70	Cc1ccc2[nH]c3c(=O)n(Cc4ccncc4)cnc3c2c1	-4	-3%	6%	-29%	4%	nt	-6

# Laid out differently: entries from further up
(63) O=C(OCc1cc2ccccc2[nH]c1=O)c1cccc([N+](=O)[O-])c1
(37) O=C(c1cccn2c(=O)c3cc(Br)ccc3nc12)N1CCC2(CC1)OCCO2
entry no. | 63 | 37
CHX counter | 1 | 9
AMA1-RON2 inh | 3% | 6%
LmPK inhibitor | 9% | 3%
Pf growth 96h | 15% | -11%
Tb PYK inh | 1% | 1%
Pf growth 48h | 24% | nt
Shiga toxin inh | 3 | 17
